Screening results: PubChem, several laboratories
Dynein cargo inh: inhibitors of GR-EGFP nuclear translocation, primary screen, dynein cargo transport inhibitor project, imaging, high-content, 3617.4 mouse cells. hit rate 0.47% among 220,000. AID 1381, 2008. z-score, hits read low. test concentration mostly 20 µM; stimulated with dexamethasone, 1 µM; active compounds read low;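 active means plate z-score of nuclear minus cytoplasmic receptor signal below a set negative limit, without overly bright fluorescence or cell loss, cut at about -3.5 in these data, passing the limit was not always enough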;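 further: z-score of nuclear minus cytoplasmic ring GR-EGFP intensity difference per well; some compounds called inactive have numbers as strong as hits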
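Buffer or medium: tet-free, stripped-serum medium; reagent: dexamethasone at 1.0 µM final, 30 min; incubation: 48 h induction, 1 h compound, 30 min dex at 37 °C; measured by: formaldehyde fixation, Hoechst nuclear stain, 10x automated fluorescence imaging; read-out: nuclear-to-cytoplasmic GR-EGFP distribution per well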
Hep lipid drop: inhibitors of hepatocyte lipid droplet formation, primary screen, imaging, high-throughput imaging, BODIPY stain. inhibition, % at 6.5 µM. hit rate 0.4% among 240,000. AID 1656, 2009. AML12 mouse hepatocytes, oleate lipid droplets;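 active means lipid droplet intensity inhibited by at least 50%, with more than 500 cells counted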
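Assay system: AML12 mouse liver cells | Compound dosing: One dose, 6.5 µM compound | Read-out basis: Droplet intensity reduction, % inhibition | Measured by: Fluorescence imaging, 20x objective, two fields per well | Schedule: Overnight treatment with compound plus oleate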
XIAP antagonists: XIAP antagonists, biochemical, IAP family, fluorescence polarization (AID 1018); E3 ubiquitin-protein ligase XIAP (Homo sapiens); XIAP BIR domain, fluorescence polarization peptide displacement; higher % means a stronger effect; displacement, % at 20 µM; hits with a dose series show IC50 in µM; hit rate 0.007% among 200,000; in the data active means displacement above about 50%; further: a part of the inactive calls stands beside numbers as strong as those of hits
WT yeast gro inh: growth inhibition of WT strain, primary screen, mitochondrial fusion inhibitor project, WT and mutant strains, chemical genetic; mitochondrial fusion phenotypic screen; inhibition, % at 10 µM; hit rate 2.1% among 190,000; in the data active means inhibition above about 58%; tested in S. cerevisiae
Autophagy mod: autophagy modulators in MEF cells, primary screen, imaging, high-content, MEF GFP-LC3; MEF GFP-LC3 puncta imaging; test concentration mostly 10 µM; calls only at 10 µM (by protocol); hit rate 0.98% among 190,000; AID 463193, 2010;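 active means percentage of spot-positive cells more than 3 SD above its plate mean, without a fluorescence outlier flag or 80% toxicity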;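 further: spot-positive cell cutoff set from DMSO-treated cells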
bCat nuc transl: modulators of beta-catenin nuclear translocation, primary screen, imaging, HeLa cells, immunofluorescence, high-content; nuclear translocation activity, % at 5 µM; hit rate 0.3% among 190,000; AID 1665, 2009;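 active means nuclear translocation activity above 50% at 5 µM, with a well cell count of 50 or more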;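 further: per-cell ratio of nuclear to cytoplasmic median beta-catenin stain intensity; plate controls were DMSO negative control for no effect and GSK-3 inhibitor IX positive control for full effect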
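System: Human HeLa cells, endogenous beta-catenin | Compound dosing: 5 µM primary, 0.02–20 µM confirmation | Timing: 24 h compound exposure at 37°C, 5% CO2 | Measured by: Fluorescence imaging of beta-catenin antibody stain plus DAPI | Read-out basis: % activation of per-cell nuclear versus cytoplasmic median beta-catenin signal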
Ins promoter up: insulin promoter activators in MIN6 cells, imaging, high-content screening, mouse beta cells; MIN6 insulin promoter-GFP reporter; active compounds read high; z-score at 5 µM; hit rate 0.3% among 190,000;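 active means z-score above 3 at 5 µM with at least 500 cells counted in the well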
ER stress rescue: rescue of cells from ER stress-induced death, primary screen, 384-well, CSM14.1, thapsigargin, ATP luminescence (AID 1222); CSM14.1 thapsigargin-induced death rescue, ATP luminescence; higher % means a stronger effect; cellular ATP content (survival), % at 20 µM; hits with a dose series show EC50 in µM; 190,000 tested, under 10 active;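 active means EC50 below 50 µM in the dose-response confirmation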;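 further: death triggered by thapsigargin at about 15 µM added after 2 h compound pretreatment; cell ATP read after overnight thapsigargin exposure of roughly 18 to 22 hours; normalized against plate controls of thapsigargin alone and 5% DMSO vehicle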
MT stabilizer: microtubule stabilizers in HeLa cells, primary screen, imaging, high-content imaging | HeLa tubulin immunostaining HCS, 24 h; share of cells brighter than vehicle mean+2SD | % tubulin-high responders, % at 10 µM | hit rate 0.83% among 200,000 | AID 2205, 2009;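 active means plate Z-score above 3 for both tubulin-high and condensed-nucleus cell shares, with cell loss under 80%, at 10 µM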;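 further: anti alpha tubulin signal scored within the nucleus-defined area of each cell; some results filed as inactive read as strong as hits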
WT yeast gro inh mutant strain: also measured in WT yeast gro inh; calls as there; inhibition, %; mitochondrial fusion phenotypic screen, mutant strain inhibition
Dynein cargo inh cytoplasmic EGFP: recorded beside Dynein cargo inh, whose call it bears; z-score; measured here: cytoplasmic GR-EGFP intensity; active compounds read high
Dynein cargo inh nuclear GR-EGFP: also measured in Dynein cargo inh; calls as there; z-score; measured here: nuclear GR-EGFP intensity;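 lower value marks the stronger effect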
Dynein cargo inh cell count: further read-out of Dynein cargo inh, marked with its call; z-score; measured here: cell count per field
Ins promoter up cell count: further read-out of Ins promoter up, marked with its call; cell count; measured here: cytotoxicity, nuclei count;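 total cells summed across four imaged fields per well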
Hep lipid drop cells 6.5 µM: further read-out of Hep lipid drop, marked with its call; cell count; measured here: cell count, cytotoxicity flag;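 cells counted across two imaged fields per well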
bCat nuc transl cell count 5 µM: also measured in bCat nuc transl; calls as there; cell count; measured here: cell count, cytotoxicity flag
MT stabilizer Hoechst-high %: recorded beside MT stabilizer, whose call it bears; % Hoechst-high responders; measured here: nuclear condensation Hoechst responders;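 share of cells brighter than vehicle mean plus two SD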
MT stabilizer cytotoxicity %: second read-out of MT stabilizer, no call of its own (marks repeat the call); toxicity, %; measured here: cytotoxicity by cell density;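 0% = mean cell density of plate MIN control wells and 100% = no cells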
Autophagy mod cell loss 18 h: recorded beside Autophagy mod, whose call it bears; toxicity, %; measured here: cell loss, nuclei count;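 cell loss after 18 h compound exposure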
The depositor's hits bear a star; i = inactive; / = not tested or not shown. Outcome played no part in choosing rows; any-hit rate near 4%.

structure,Dynein cargo inh,Dynein cargo inh cytoplasmic EGFP,Dynein cargo inh nuclear GR-EGFP,Dynein cargo inh cell count,Hep lipid drop,Hep lipid drop cells 6.5 µM,XIAP antagonists,WT yeast gro inh,WT yeast gro inh mutant strain,Autophagy mod,Autophagy mod cell loss 18 h,bCat nuc transl,bCat nuc transl cell count 5 µM,Ins promoter up,Ins promoter up cell count,ER stress rescue,MT stabilizer,MT stabilizer Hoechst-high %,MT stabilizer cytotoxicity %
CCOc1ncccc1C(=O)OCC(=O)Nc1ccc(C)c(S(=O)(=O)N(C)C)c1,0.77,-0.35,0.89,-0.46,18,673,-6.4%,-8,6,i,-2,-2.0,1041,1.1,1198,-0.8%,7.2,4.0,12
O=C(O)CC(C(=O)Nc1ccc(Cl)c(Cl)c1)C1CCCO1 (stereo not drawn),1.2,1.3,0.92,-0.66,31,799,-3.7%,13,12,i,9,-1.1,1193,-1,871,0.0%,1.1,2.2,10
CCOC(=O)c1cc2ccccc2nc1C,-0.15,0.3,0.29,0.00066,0,736,-4.8%,4,5,i,-4,-4.8,1058,0.57,978,-2.5%,2.4,1.2,7.0
CCSC1=C(C#N)C(c2ccccc2Cl)C(C(=O)c2cccs2)C(O)(C(F)(F)F)N1 (stereo not drawn),-0.013,0.37,0.64,-0.37,-1,634,-8.0%,42,-4,i,15,4.3,945,1.3,1732,-3.9%,2.5,1.5,7.5
Cc1cc(C)nc(NS(=O)(=O)c2ccc(NS(=O)(=O)c3ccsc3)cc2)n1,-0.2,-0.24,0.37,-0.17,-31,667,/,/,/,/,/,-1.2,1272,0.5,963,/,/,/,/
N#C/C(=C/c1cccc([N+](=O)[O-])c1)C(=O)Nc1ccccc1O,1.7,-0.21,1.5,-1.6,12,631,/,/,/,/,/,0.3,1279,-0.72,1018,/,/,/,/
Cc1cc(NC(=O)Cn2cc([N+](=O)[O-])cn2)n(Cc2ccc(F)cc2)n1,0.065,-0.26,0.089,0.69,9,711,-4.4%,5,-11,i,-4,-2.3,1141,-0.11,950,/,2.4,3.0,7.9
COC(=O)c1c(-c2ccc(C(C)(C)C)cc2)csc1NC(=O)C1C2CCC(O2)C1C(=O)O (stereo not drawn),-0.41,-0.22,-0.076,-0.42,2,693,2.3%,0,8,i,-1,3.5,462,-0.02,1287,-2.2%,2.0,3.3,15
Cc1nnsc1C(=O)NNS(=O)(=O)c1cc(C(F)(F)F)cc(C(F)(F)F)c1,-0.66,-0.24,-0.52,0.78,10,734,/,/,/,/,/,2.4,1078,-0.12,1487,/,/,/,/
Cc1ccnc(NC(=O)c2ccc(COc3ccc(Cl)cc3)o2)c1,-0.82,0.017,-0.45,1,-37,774,-5.6%,14,28,i,1,/,/,/,/,-1.5%,3.0,2.1,4.3
CSc1nc(N2CCOCC2)c2c3c(sc2n1)CCCC3,-0.15,-0.19,-0.7,-0.23,1,755,-3.5%,26,17,i,-7,/,/,-1.1,1390,-1.1%,2.0,1.6,0.2
COc1ccc(CN2C3CCCC2CC(NC(=O)Nc2ccccc2C)C3)cc1 (stereo not drawn),1.9,-0.15,1,-1,12,698,-9.7%,8,2,i,4,-2.5,1208,0.43,1313,-0.4%,4.7,2.0,3.4
O=C(c1cccs1)N1CCCC1,-1.4,-0.26,-0.41,0.064,-2,754,-3.5%,3,-7,i,3,2.1,954,0.15,1237,-1.1%,3.9,2.5,5.2
O=C1/C(=C/c2cccnc2)SC(=NCc2ccccc2)N1Cc1ccccc1,-0.59,-0.19,-0.26,-0.31,-5,682,-5.0%,20,5,i,0,1.9,1057,0.1,1126,-0.3%,3.2,2.9,2.0
CCn1c2ccccc2c2cc(NS(=O)(=O)c3ccc(C)cc3)ccc21,-0.52,-0.21,-0.37,0.089,/,/,-2.6%,39,34,i,-31,/,/,/,/,-0.4%,52,15,29
Cn1cccc1C(=O)NC(=O)COC(=O)c1cc([N+](=O)[O-])ccc1Cl,-0.072,-0.19,-0.37,0.12,-8,724,0.2%,-10,11,i,-5,-0.6,1134,0.3,1166,-1.2%,2.8,2.3,12
O=C(C1CCN(CCCc2ccccc2)CC1)N1CCCCC1,0.28,-0.066,0.049,-0.22,-3,738,-9.8%,13,18,i,-7,0.4,913,1.4,845,1.1%,1.4,1.3,9.9
COc1ccc(Sc2ncnc3onc(C)c23)cc1,-0.59,-0.26,-0.39,0.65,5,634,-4.1%,5,-6,i,12,-3.7,1097,-0.08,1531,-1.1%,4.5,1.8,6.6
O=C(NCc1ccco1)/C(=C/c1cccnc1)NC(=O)c1cccc(Br)c1,1.2,-0.2,0.067,-0.37,/,/,-8.6%,18,5,i,-27,-2.5,1357,0.39,1378,-1.5%,2.0,2.1,6.4
CC(C(=O)NN=C(c1ccccc1)c1ccccc1)N1CCCC1 (stereo not drawn),0.88,-0.24,0.61,-0.16,2,746,-0.9%,-1,9,i,-30,0.1,1506,-1.7,1490,1.0%,2.1,1.7,13
COc1cccc(C2=NC(C)(C)NC(c3ccccc3O)C2)c1 (stereo not drawn),-2.4,0.23,-0.94,-0.0029,/,/,1.9%,1,0,i,10,0.6,1457,-0.42,1380,-2.2%,2.3,1.8,9.6
CCOC(=O)C1CCCCN1C(=O)CCc1c(C)nc2ncnn2c1C (stereo not drawn),0.47,0.084,0.031,0.043,/,/,-0.5%,-11,-23,i,17,2.1,1382,-0.07,1621,-1.9%,2.2,0.7,3.2
O=C(/C=C/c1ccccc1)NC(=S)Nc1ccc(N2CCOCC2)cc1,-0.24,-0.22,-0.52,0.12,/,/,-6.1%,15,11,i,5,3.3,826,1.7,1003,2.6%,1.3,1.5,5.7
CCC(=O)NC(/C=C/c1ccccc1)c1cc([N+](=O)[O-])c2cccnc2c1O (stereo not drawn),0.42,-0.22,0.13,-0.021,7,615,-5.0%,-11,-9,i,-4,0.0,1111,1.2,1522,-2.5%,8.8,1.4,4.2

Two compounds from above, limited to MT stabilizer Hoechst-high %, bCat nuc transl cell count 5 µM and ER stress rescue:
canonical_smiles	MT stabilizer Hoechst-high %	bCat nuc transl cell count 5 µM	ER stress rescue
O=C(C1CCN(CCCc2ccccc2)CC1)N1CCCCC1	1.3	913	1.1%
COc1ccc(Sc2ncnc3onc(C)c23)cc1	1.8	1097	-1.1%

Remaining list, next part.
structure,Dynein cargo inh,Dynein cargo inh cytoplasmic EGFP,Dynein cargo inh nuclear GR-EGFP,Dynein cargo inh cell count,Hep lipid drop,Hep lipid drop cells 6.5 µM,XIAP antagonists,WT yeast gro inh,WT yeast gro inh mutant strain,Autophagy mod,Autophagy mod cell loss 18 h,bCat nuc transl,bCat nuc transl cell count 5 µM,Ins promoter up,Ins promoter up cell count,ER stress rescue,MT stabilizer,MT stabilizer Hoechst-high %,MT stabilizer cytotoxicity %
O=C(NC(=O)c1ccccc1)Nc1ccc(-c2cnco2)cc1,-0.94,-0.27,-0.31,0.9,19,783,/,/,/,/,/,-0.9,1324,-0.93,1024,/,/,/,/
Cc1ccc(-c2noc(CCC(=O)N3CCCc4ccccc43)n2)cc1,0.51,-0.27,0.22,0.35,/,/,-1.6%,24,0,i,-5,-5.3,817,0.78,1398,-0.1%,3.8,2.6,6.8
Cc1ccc2c(c1)C(N1CCCC1=O)CC(c1ccco1)N2 (stereo not drawn),-1.1,-0.098,-0.36,0.42,/,/,-3.1%,48,48,i,-2,-5.5,887,0.24,1038,-5.2%,3.8,2.1,6.8
Cc1ccc(C(C)C)c(OCCCNCc2cccnc2)c1,0.095,-0.33,0.65,-0.68,7,656,-12%,9,17,i,-10,-1.5,1027,-0.49,1618,-1.3%,4.4,1.9,4.2
Cc1cc(Sc2nccn2C)ncc1[N+](=O)[O-],-0.61,-0.31,-0.52,0.61,-2,746,-6.9%,-14,-10,i,0,-3.0,505,0.36,1214,-1.1%,3.1,3.1,3.5
Cc1cc(C)c(S(=O)(=O)N2CCCCC2)cc1N(C)S(=O)(=O)c1ccc(Cl)cc1,0.45,-0.17,-0.11,-0.15,-21,637,-6.4%,13,-5,i,20,0.1,1087,-0.77,1776,-1.2%,2.2,0.9,5.6
CCC(C)NCC(O)(c1ccc(Cl)cc1)c1ccc(Cl)cc1 (stereo not drawn),-0.58,0.0093,-0.33,-0.63,-13,693,-8.2%,17,8,i,23,-0.7,1139,-1.5,1271,-1.4%,2.5,2.1,7.4
C[C@H]1CCC[C@]2(O[C@@H](CCO)C[C@H](O)[C@H]2O)O1,0.099,-0.28,0.34,0.83,-18,734,-10%,2,-16,i,21,-2.1,527,0.91,1165,-4.9%,3.7,1.7,6.3
COc1ccc(CNC(=O)C(CCSC)NC(=O)c2ccco2)cc1 (stereo not drawn),-0.33,0.1,0.25,1.9,-1,736,-5.0%,11,3,i,0,-5.9,980,0.51,937,-2.8%,2.1,1.7,9.9
